RAM network inh: blocks the yeast RAM network | AID 868 | 190,000 tested, 1.8% active | inhibition, % at 50 µM | S. cerevisiae dse1pr::URA3 reporter, 5-FOA growth OD615, 2 d; analog-sensitive cbk1-as2 kinase mutant strain;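 active = inhibition above a set limit, 3 SD over mean compound inhibition, cut at about 8.4% in these data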;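 note: 0% = DMSO-only wells with no growth and 100% = 10 µM 1-NA-PP1 full growth; inhibition rescues growth on 5-FOA so higher OD means more RAM inhibition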
FLuc stim CS: firefly luciferase counter-screen for stimulation assays. P08659. ATPlite luciferase biochemical, luminescence, 10 min; 0 = ATP-free wells, 1 = DMSO control. activation factor at 10 µM. 200,000 tested, under 10 active. AID 1027;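 active = luciferase activation factor, scaled between plate controls, of at least 2 with compound at 10 µM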
Target sequence (P08659 whole entry, looked up): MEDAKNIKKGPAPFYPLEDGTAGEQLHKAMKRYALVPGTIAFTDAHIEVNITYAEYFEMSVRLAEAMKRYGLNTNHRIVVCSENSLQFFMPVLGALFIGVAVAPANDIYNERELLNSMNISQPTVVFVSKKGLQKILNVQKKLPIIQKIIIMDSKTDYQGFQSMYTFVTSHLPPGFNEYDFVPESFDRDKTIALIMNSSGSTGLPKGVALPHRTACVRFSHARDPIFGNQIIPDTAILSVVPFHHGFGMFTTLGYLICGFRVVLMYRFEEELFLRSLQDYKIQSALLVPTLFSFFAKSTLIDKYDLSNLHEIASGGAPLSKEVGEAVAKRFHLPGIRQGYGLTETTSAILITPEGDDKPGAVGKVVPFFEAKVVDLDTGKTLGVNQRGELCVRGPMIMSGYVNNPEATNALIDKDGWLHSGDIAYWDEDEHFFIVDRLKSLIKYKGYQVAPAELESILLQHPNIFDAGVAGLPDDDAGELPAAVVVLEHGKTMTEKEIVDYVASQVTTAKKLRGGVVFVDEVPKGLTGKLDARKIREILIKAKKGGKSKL
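Assay system: Luciferase/luciferin reagent mix; Medium: PBS as buffer for the ATP substrate; Dosing: test compounds dosed from 2 mM stocks in 100% DMSO; Times: 10 min, room temperature; Signal: luminescence from luciferase reaction; Read-out: luciferase activation; Controls: No-ATP low control, compound-free enzyme-plus-ATP high control.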
bIAP act: increases bovine intestinal alkaline phosphatase activity. purified bovine IAP, CDP-star luminescence, 30 min; hits give high values; fold of DMSO-control signal, blank-subtracted. activation factor at 20 µM. 200,000 tested, 0.17% active;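 active = activation factor of 2 or more at 20 µM, a signal rise over negative controls twice the positive control's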
L major viab: reduces viability of Leishmania major promastigotes. resazurin fluorescence viability. AID 1063. 200,000 tested, 9% active. inhibition, % at 10 µM; in the data active = inhibition above about 50%;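 note: promastigotes grown with compound for 44 hours at 28 °C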
TNAP inh noacc: inhibitors of human TNAP without phosphate acceptor | purified TNAP, CDP-star luminescence, 30 min | inhibition, % at 20 µM | 200,000 tested, 0.26% active;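 active = tissue-nonspecific alkaline phosphatase inhibition above about 50% at 20 µM in the single-dose screen, limit read from the data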;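 note: 0% = DMSO negative control and 100% = EDTA positive control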
Target sequence (P05186 whole entry, looked up): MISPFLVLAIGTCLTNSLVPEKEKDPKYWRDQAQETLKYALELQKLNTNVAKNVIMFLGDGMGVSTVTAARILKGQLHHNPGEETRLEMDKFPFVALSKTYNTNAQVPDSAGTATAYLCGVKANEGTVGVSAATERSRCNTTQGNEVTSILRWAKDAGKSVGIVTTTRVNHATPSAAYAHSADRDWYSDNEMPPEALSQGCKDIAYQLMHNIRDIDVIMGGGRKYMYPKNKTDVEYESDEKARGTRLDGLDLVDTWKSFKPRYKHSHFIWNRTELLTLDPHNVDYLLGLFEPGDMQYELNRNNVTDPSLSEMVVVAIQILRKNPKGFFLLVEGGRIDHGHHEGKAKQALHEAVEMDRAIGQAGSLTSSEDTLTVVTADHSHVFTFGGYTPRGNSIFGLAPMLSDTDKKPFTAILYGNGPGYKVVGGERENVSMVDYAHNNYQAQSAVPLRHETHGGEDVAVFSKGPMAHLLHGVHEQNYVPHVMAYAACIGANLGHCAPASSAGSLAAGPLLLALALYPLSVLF
APP 5UTR inh: APP translation inhibition | inhibition, % at 2 µM | SH-SY5Y APP 5'UTR-luciferase reporter, luminescence | 190,000 tested, 0.82% active | AID 1285;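 active = inhibition above a set limit, derived from the sample mean plus 3 SD, cut at about 45% in these data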; note: values of inactives mirror those of a sister screen read the other way
TNAP act hi DEA: TNAP (human) activation, high acceptor | 200,000 tested, under 10 active | purified TNAP, CDP-star luminescence, 1 M DEA, 30 min; hits give high values; 0 = EDTA background, 1 = DMSO-only activity | P05186 | activation factor at 20 µM;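 active = activation factor at least 2 at 20 µM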
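Test system – human TNAP · Doses – 20 µM single point · Incubation – 30 min, room temperature · Signal – luminescent substrate turnover signal · Read-out basis – activation factor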
TNAP inh hi DEA: blocks human TNAP under high phosphate acceptor concentration; P05186; purified TNAP, CDP-star luminescence, 1 M DEA; inhibition, % at 20 µM; 200,000 tested, 0.03% active;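 active = over 50% inhibition of tissue-nonspecific alkaline phosphatase at 20 µM in the single-dose screen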;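 note: plate controls were DMSO wells for no effect and EDTA-quenched wells as full inhibition for full effect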
bIAP inhibitor: blocks bovine intestinal alkaline phosphatase activity | purified bovine IAP, CDP-star luminescence, 30 min | inhibition, % at 20 µM | 190,000 tested, under 10 active;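 active = over 50% inhibition of intestinal alkaline phosphatase at 20 µM in the single-dose screen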
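Incubation: 30 min reaction at room temperature / Material: purified bovine intestinal alkaline phosphatase (IAP) enzyme / Input: enzyme at 1/65,000,000 dilution / Dosing: 20 µM single dose / Signal: CDP-star luminescence signal / Reagent: CDP-star chemiluminescent phosphatase substrate, 30 µM final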
FLuc inhib CS: inhibits firefly luciferase, flagging false hits in luciferase inhibition screens | P08659 | ATPLite firefly luciferase biochemical luminescence, 10 min | inhibition, % at 10 µM | 200,000 tested, 1.5% active | AID 1006;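 active = inhibition above about 50% when tested at 10 µM, limit read from the data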
* hit, by the source's call; x = not tested or not shown.

SMILES,RAM network inh,FLuc stim CS,bIAP act,L major viab,TNAP inh noacc,APP 5UTR inh,TNAP act hi DEA,TNAP inh hi DEA,bIAP inhibitor,FLuc inhib CS
O=C(CN1CCN(Cc2ccc(Cl)cc2)CC1)N/N=C/C=C/c1ccccc1[N+](=O)[O-],2.9,1,0.9,9,8,10,1,-1,8,-5
C=CCNC(=O)COc1ccc(S(=O)(=O)NC2CCCCC2)cc1,1.5,1.1,1,-5,-10,-1,1,-3,4,-5
O=[N+]([O-])/C(C(=C(Cl)Cl)N1CCOCC1)=C1\NCCO1,0.6,1.1,1,-6,-7,-10,1.1,-7,3,-10
COC(=O)c1[nH]c2ccc(Br)cc2c1NC(=O)C(C)N1CCN(C2CCCCC2)CC1 (stereo not given),-0.8,1,1.1,100*,-7,15,1.1,-5,-5,-4
Cc1nn(C(=O)N2CCCCC2)c(C)c1CN1C(=O)c2ccccc2C1=O,-0.9,1,1.1,-7,-15,-11,1,-1,-9,0
O=C(Cn1c(=O)n(-c2ccccc2)c(=O)c2sccc21)NCc1ccccc1,3.1,1,0.9,0,-13,-21,1.1,-6,8,-5
Cc1ccc(C2CN(C)C3(C(=O)Nc4ccccc43)C23COc2ccccc2C3=O)cc1 (stereo not given),4.7,1,1,29,-6,-6,1,-4,-2,-5
O=C(NCc1ccc2c(c1)OCO2)C1CCN(c2ncccn2)CC1,1.5,1,1,3,-4,9,1,0,5,-1
CCc1ccc(OCC(=O)OCC(=O)c2c(N)n(C)c(=O)n(C)c2=O)cc1,1.2,1.1,1,-9,-5,-4,1,-4,3,-11
COc1ccc(C2CC(c3ccccc3)=NN2c2ccc(S(N)(=O)=O)cc2)cc1OC (stereo not given),4.3,1,1.7,26,-37,-4,1.1,-15,-65,-4
COc1ccc(NC2=CC(=O)N(C)C2=O)cc1,2.0,0.9,0.9,-2,2,23,1,4,7,7
O=C(CN1C(=O)c2ccccc2C1=O)OCCOCCN=C1NS(=O)(=O)c2ccccc21,1.0,1,1,5,-4,6,1,-1,2,0
O=C(COC(=O)c1ccc2ccccc2n1)c1ccccc1,0.4,0.4,1,-8,-8,-6,1,3,-2,60*
Cc1ccc(NC(=O)CCNS(=O)(=O)c2ccccc2)c(C(=O)c2ccccc2)c1,1.5,1,0.8,2,13,3,1,-1,22,-5
CC(C)CCNC(=O)COc1cccc2c1OC(C)(C)C2,2.0,1.1,1,2,-12,-2,1.1,-7,-1,-6
O=C(Nc1ccc(OC(=O)c2cccs2)cc1)c1ccco1,3.7,0.6,0.9,-2,-13,14,1,-5,10,45
CC1=CC(C)(C)Nc2ccccc21,3.6,1,1,17,-8,-5,1,-1,4,-2
CCC(C(=O)OCC(=O)Nc1cccc(OC)c1)c1ccccc1 (stereo not given),3.1,1.1,0.9,-8,-20,-9,1.1,-7,7,-6
COc1ccc(C2C3CCCCC3(O)CCN2C(=O)c2cccs2)cc1 (stereo not given),-1.3,1,1.1,7,-16,-12,1,-2,-8,-4
Cc1cc(C)c(NC(=O)CSc2nc3c(c(=O)n2C)SC(C)C3)c(C)c1 (stereo not given),1.8,1.1,0.9,3,6,-5,1.1,-5,8,-5
COCCN1CN=C(Nc2nc3ccccc3o2)NC1,0.8,1,1,-5,-5,-14,1,-1,2,-2
O=C(N[C@@H](Cc1ccc(O)cc1)C(=O)O)c1cccnc1,1.2,1,1,1,-13,12,1.1,-6,0,-4
O=C(Nc1nc(C2C3CC4CC(C3)CC2C4)cs1)c1cc2cc([N+](=O)[O-])ccc2oc1=O (stereo not given),2.8,1.1,0.5,-13,5,6,0.9,7,x,-5
COc1ccccc1NC(=S)N1CCC(C(=O)c2ccc(F)cc2)CC1,-1.1,1.1,0.9,3,-13,11,1.1,-6,13,-9

Of the compounds above, these contain a nitro group on carbon.
SMILES,RAM network inh,FLuc stim CS,bIAP act,L major viab,TNAP inh noacc,APP 5UTR inh,TNAP act hi DEA,TNAP inh hi DEA,bIAP inhibitor,FLuc inhib CS
O=C(CN1CCN(Cc2ccc(Cl)cc2)CC1)N/N=C/C=C/c1ccccc1[N+](=O)[O-],2.9,1,0.9,9,8,10,1,-1,8,-5
O=[N+]([O-])/C(C(=C(Cl)Cl)N1CCOCC1)=C1\NCCO1,0.6,1.1,1,-6,-7,-10,1.1,-7,3,-10
O=C(Nc1nc(C2C3CC4CC(C3)CC2C4)cs1)c1cc2cc([N+](=O)[O-])ccc2oc1=O (stereo not given),2.8,1.1,0.5,-13,5,6,0.9,7,x,-5

The list goes on.
SMILES,RAM network inh,FLuc stim CS,bIAP act,L major viab,TNAP inh noacc,APP 5UTR inh,TNAP act hi DEA,TNAP inh hi DEA,bIAP inhibitor,FLuc inhib CS
COc1ccc(-c2cc3ccccc3n2CC(O)CNC(CO)(CO)CO)cc1 (stereo not given),-0.3,1,1,-6,1,8,1,-1,2,-4
CC(C)(C)C(=O)N1N=C(c2ccc(NS(C)(=O)=O)cc2)CC1c1cccs1 (stereo not given),2.1,1,1,25,9,-15,1,5,-4,-2
O=C(CN1C(=O)c2ccccc2C1=O)NCCc1c[nH]c2ccccc12,1.7,1,0.9,49,-11,-8,1.1,-5,5,-2
CCOc1cccc(N2C(=O)CC(N3CCN(c4ccc(S(=O)(=O)CC)cc4)CC3)C2=O)c1 (stereo not given),3.2,0.9,1,-5,2,7,0.8,15,0,6
CSc1cccc(NC(=O)/C=C/c2ccc(Cl)cc2)c1,1.5,0.7,1,-7,-6,-20,1,0,2,27
CCS(=O)(=O)n1nc(-c2ccccc2)nc1N,1.1,1.1,1.1,-5,-2,-2,1,-3,-6,-8
c1ccc(-c2nnsc2Sc2ccccn2)cc1,0.8,0.9,0.8,8,-18,8,1.1,-6,25,11
Cc1ccc(C(=O)CSc2nnc(N)s2)c(C)c1,3.2,0.8,0.9,-4,-4,-67,1,2,6,25
Cc1ccc(NC(=O)CCN2CCc3ccccc3C2)cc1,0.1,1,1,6,-6,4,1,4,-2,-4
CCOC(=O)n1ccc(C(=O)Nc2ccccc2F)n1,-1.6,1,0.9,-2,-11,6,1.1,-6,10,-2
CN1CCN(S(=O)(=O)c2ccc3[nH]c(=O)oc3c2)CC1,0.8,1.1,0.8,-7,-2,11,1,-2,19,-5
O=C(NCCc1ccc(F)cc1)N1CCOCC1,-0.3,1,1,-6,-8,-34,1,0,4,-5
Cc1ccc(-c2nn[nH]n2)o1,0.4,1.1,1,-4,-16,-6,1.1,-6,3,-8
Cc1cc(C)c(NS(=O)(=O)c2ccc3c(c2)NC(=O)CC(=O)N3)c(C)c1,1.1,1,0.9,24,-7,2,1,-4,10,-3
O=C(CCCc1nc2ccccc2s1)N1CCN(c2ccccc2)CC1,-0.3,1.1,1.1,-6,11,-6,1,1,-10,-5
CC1CCN(C(=O)CNC(=O)Cc2ccccc2)CC1,0.8,1,1,-1,4,-4,1,2,-2,-2
Cc1cc(C(=O)OCC(=O)N(C)C2CCS(=O)(=O)C2)c(C)n1-c1ccccc1 (stereo not given),0.4,1,1.1,-5,-12,-4,1.1,-9,-8,-3
CCOC(=O)/C(C#N)=C1/C=CNC(=O)N1,4.9,1,0.9,-2,-13,-5,1.1,-8,11,-5
CN(C)CCCNC(=O)c1ccc(CN(c2ccccc2)S(C)(=O)=O)cc1,-0.5,1.1,1,-8,-2,-8,1,-3,-4,-8
Cc1ccccc1NC(=O)c1ccc(COc2ccc3c(C)cc(=O)oc3c2)cc1,3.1,1,1,-4,-17,8,1,-2,-3,-4
CCCNC(=O)OCc1cccnc1Sc1ccc(C)cc1,-0.4,1,1,-8,-15,-43,1,-4,-2,-4
Cc1ccc2[nH]c3c(c2c1)CN(C(=O)CN(C)CC1OCCO1)CC3,0.9,1.1,1.1,-1,14,-6,1,-1,-7,-8
CCCCC(=O)Nc1nnc(CCOC)s1,1.2,1,1.1,-4,2,-38,1,0,-8,1
O=C(CCn1c(=S)oc2ccccc21)Nc1ccccc1F,0.6,1,0.9,19,-6,13,1,0,5,-5
COc1ccc(S(=O)(=O)N2CCCCC2)cc1NC(=S)Nc1ccccc1,2.9,1.1,0.9,84*,-23,9,1.1,-5,5,-7
CCN1C(=O)NC(c2cccnc2)C(C(=O)OC)=C1C (stereo not given),1.3,1,0.9,-7,5,-3,1,2,7,-5
CCOC(=O)C1CCN(S(=O)(=O)c2ccc(Cl)cc2OC)CC1,0.5,1,0.9,-1,-8,19,1,-2,13,-4
CCOc1ccc2c(c1)cc(CN(C(=O)CC)C1CCCCC1)c1nnnn12,1.2,1,1,0,2,-15,1,-3,1,-3
CC1CCCCN1C(=O)CSc1nnc(-c2c[nH]c3ccccc23)o1 (stereo not given),4.9,1,1,4,-8,-37,1.1,-6,3,-2
COc1cc(OC)c(NC(=O)CCCn2c(=O)oc3ccccc32)cc1Cl,11*,1.1,0.9,-1,-1,-22,1,-4,10,-6
COc1ccccc1-c1cc(C(=O)Nc2ccc(F)cc2F)no1,2.6,1,0.9,-1,-7,-9,1,-4,9,-3
O=C(/C=C/c1ccccc1)N/C(=C\c1ccco1)C(=O)O,-0.3,1.1,0.9,-4,-13,10,1.1,-8,14,-7
COc1ccc(/C=N/n2c(SC)nnc(C(C)(C)C)c2=O)cc1OC,1.0,1,1,1,-5,-1,1,-3,0,-2
CCN(CC)C(=O)c1ccc(C(=O)c2ccccc2)cc1,0.4,1,1,-6,-20,-6,1,-5,5,-3
Cn1c(=O)c([N+](=O)[O-])c(NCc2ccccc2)c2ccccc21,0.3,1.1,0.9,7,-12,5,1,-3,13,-7
CCOC(=O)N=S(N)(=O)c1ccc(Cl)cc1 (stereo not given),0.7,1,0.9,-7,-5,-11,1,1,11,-4
COc1ccc(NC(=O)Cn2cnc3c(cnn3C(C)(C)C)c2=O)cc1OC,0.9,1,1,-7,-7,0,1,0,0,1
Cc1cc(C)c(NC(=O)C2CCCN2CCOC(=O)c2cccc([N+](=O)[O-])c2)c(C)c1 (stereo not given),1.2,1,1.1,1,-8,10,1.1,-6,-12,-5
Cc1ccc(C)n1-c1ncn[nH]1,0.6,1,1.2,-3,-3,-7,1.1,-6,-15,-3
Cc1ccc2nc(NC(=O)C3CCN(S(=O)(=O)c4cc([N+](=O)[O-])ccc4Cl)CC3)sc2c1,2.9,1,1.4,99*,-1,9,1,-2,-37,-2
O=C(NC1CCN(Cc2ccccc2)CC1)C1CCCN(c2nnc(-n3cccc3)s2)C1 (stereo not given),1.5,1.1,0.9,0,-9,11,1,-4,7,-9
CN(C(=O)COc1ccccc1)c1nnc(C23CC4CC(CC(C4)C2)C3)s1,1.9,1,0.9,-2,-6,-11,1,-4,10,0
CCn1ccnc1CN(C)Cc1nc(-c2ccccc2)no1,-0.8,1,0.9,-4,-4,-6,1.1,-5,8,-2
Cc1ccc2cc(C=C(C#N)C#N)c(N3CCCCC3)nc2c1,1.2,1.1,1,99*,-11,-16,1,1,0,-7

Bioassay records as filed in PubChem BioAssay.
